IMPase inh = cell-permeable inhibitors of inositol monophosphatase (IMPase). CHO-M1 cells, IP1 accumulation, HTRF TR-FRET ratio. inhibition (IP1 accumulation), % at 46.1 µM. 120,000 tested, under 10 active. AID 901; active = well fitted curve in the direction sought with a large enough effect in the signal ratio, not every such curve was filed as active; inconclusive = small, poorly fitted or top-dose-only effect, or a change in a side signal; inactive = no such curve, though single readings can be large or run the other way; the % refers to the signal ratio;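 note: cells stimulated with carbachol in lithium chloride buffer; plate controls were DMSO basal wells for no effect and reference inhibitor wells for full effect; higher means more IMPase inhibition seen as more IP1 and lower FRET ratio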
Target sequence (P97697 whole entry, looked up): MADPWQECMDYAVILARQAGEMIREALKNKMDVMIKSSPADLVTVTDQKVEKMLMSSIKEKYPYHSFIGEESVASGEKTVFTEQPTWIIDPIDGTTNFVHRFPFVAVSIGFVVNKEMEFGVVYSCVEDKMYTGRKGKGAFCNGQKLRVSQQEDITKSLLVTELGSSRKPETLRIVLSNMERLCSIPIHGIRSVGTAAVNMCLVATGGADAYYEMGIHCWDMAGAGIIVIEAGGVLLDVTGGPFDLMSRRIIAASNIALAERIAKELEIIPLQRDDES
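Seeded CHO-M1 cells were dosed with compound at up to 46 uM, stimulated with carbachol for 30 min, then lysed in IP-One detection reagents. Higher IP1 lowers the TR-FRET signal.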
PNC inhibitor = blocks assembly of the perinucleolar compartment; activity change (PNC), negative = inhibition, % at 10 µM; PC3M PTB-GFP, PNC prevalence imaging, 16 h; active compounds read low; AID 2417; hit rate 3.1% among 140,000;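 active = readout at or below -70, meaning at least 70% loss of cells showing the perinucleolar compartment, a nuclear body marking cancer cells; inconclusive = readout between -30 and a set limit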;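 note: plate controls were DMSO wells for no effect and camptothecin positive control wells for full effect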
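Read-out is percentage of cells bearing a perinucleolar compartment, from automated 20x imaging of fixed, Hoechst-stained PC3M PTB-GFP cells. Cells were seeded 4 h, then exposed 16 h to compound (23 nl of library stock) in duplicate plates.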
ALOX15B inhib = blocks human 15-lipoxygenase 2 activity. O15296. Potency, µM (top dose mostly 57.1 µM), inactives show at the top dose activity change, negative = inhibition, usual class: inhibitors. hit rate 0.56% among 110,000. purified 15hLO-2, xylenol orange hydroperoxide absorbance; note: potency is the fitted concentration of half-maximal effect; nearly all actives have a fitted effect of over 60% in size; many of its hits are not listed in these tables
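Screening format was qHTS against 50 nM purified 15hLO-2 in Hepes pH 7.5 with detergent. Activity follows hydroperoxide formation from 45 uM arachidonic acid, measured as 573:405 nm absorbance ratio of the ferric-xylenol orange complex.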
12-hLO inh = blocks human 12-lipoxygenase activity | P18054 | Potency, µM (highest dose often 57.1 µM), for inactives: at the highest dose activity change, negative = inhibition, actives largely listed as inhibitors | hit rate 0.12% among 150,000 | purified 12-hLO, xylenol orange hydroperoxide absorbance; note: potency is the fitted concentration of half-maximal effect; nearly all actives have a fitted effect of over 55% in size; many of its hits are not listed in these tables
Target sequence (P18054 whole entry, looked up): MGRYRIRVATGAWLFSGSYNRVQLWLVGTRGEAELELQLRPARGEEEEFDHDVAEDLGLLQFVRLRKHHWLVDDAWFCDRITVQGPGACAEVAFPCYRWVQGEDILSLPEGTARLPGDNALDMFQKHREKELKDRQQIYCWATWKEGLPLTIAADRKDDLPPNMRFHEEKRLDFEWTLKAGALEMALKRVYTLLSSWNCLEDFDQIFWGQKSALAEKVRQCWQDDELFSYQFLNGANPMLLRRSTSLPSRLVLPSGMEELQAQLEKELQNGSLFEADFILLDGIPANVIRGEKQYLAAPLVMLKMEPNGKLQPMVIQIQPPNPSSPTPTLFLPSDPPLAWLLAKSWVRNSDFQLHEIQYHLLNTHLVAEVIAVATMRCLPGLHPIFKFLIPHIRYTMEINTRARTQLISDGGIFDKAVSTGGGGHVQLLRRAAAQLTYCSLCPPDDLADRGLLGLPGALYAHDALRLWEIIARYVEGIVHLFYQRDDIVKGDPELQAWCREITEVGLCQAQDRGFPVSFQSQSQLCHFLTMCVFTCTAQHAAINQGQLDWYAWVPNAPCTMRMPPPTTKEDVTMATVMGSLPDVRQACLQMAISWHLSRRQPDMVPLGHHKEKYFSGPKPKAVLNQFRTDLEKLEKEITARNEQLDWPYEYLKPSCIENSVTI
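Hydroperoxide output read as Fe(III)-xylenol orange absorbance, 573-to-405 nm ratio, after 30 min reaction with 40 uM arachidonic acid. Enzyme: 150 nM purified human 12hLO, 15 min compound preincubation; 25 mM Hepes pH 7.0, room temperature.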
* marks the source's active call; other numbers are inactive results; ? = inconclusive; . = not tested or not shown; [ ] = dose if it differs, or a comment. Unless noted, calls come from the whole dose curve; as a rule, active = well fitted curve in the direction sought with a large enough effect; inconclusive = small, poorly fitted or top-dose-only effect, or another doubt; inactive = no such curve, though single readings can be large; an effect the other way counts as inactive or inconclusive. Unless noted, % is set by controls: 0 for no effect and ±100 for the full control effect. Only part of the results is shown; count on the stated rates, not on these rows.

structure	IMPase inh	PNC inhibitor	ALOX15B inhib	12-hLO inh
Cc1ccc(NC(=O)CCn2c(=O)oc3ccccc32)cc1	4.3	10.8	11.6%	-3.6%
CC1CCc2nn(CC(=O)NCCC3=CCCCC3)cc2C1 (stereo not given)	1.8	-11.6	-0.4%	1.9%
CCCCCCCCOc1ccc(C(=O)O)cc1	.	.	?	0.8%
O=S(=O)(NCc1ccc2c(c1)OCO2)c1cccc2cccnc12	10.6	5.3	12.4%	-12.6%
COc1ccc(Br)cc1S(=O)(=O)N1CCOCC1	3.4	-13.3	1.6%	-1.2%
Cc1cccc(NC(=S)NCCC(c2ccccc2)c2ccccc2)c1	.	7.8	.	?
O=C(COC(=O)c1ccc2c(c1)OCO2)NC1CCS(=O)(=O)C1 (stereo not given)	8.4	?	3.5%	3.0%
O=C(CCSc1ccccc1)NC(=O)COC(=O)c1ccc(OC(F)F)cc1	-16.0	31.2	.	0.1%
c1cn2c(NC3CCCC3)c(-c3ccc(N4CCOCC4)cc3)nc2cn1	-10.7	20.6	-8.8%	-4.3%
COc1ccc(OCC(=O)Nc2ncc3c(n2)CC(C)(C)CC3=O)cc1	0.8	-21.4	-7.7%	-7.2%
Cc1ccc2nc(SCC(=O)N3CCN(C(=O)c4ccco4)CC3)[nH]c2c1	-1.2	?	.	2.7%
CCCc1cc(=O)[nH]c(SCc2cc(=O)oc3c(C)c(C)ccc23)n1	.	43.6	.	-1.0%
FC(F)(F)c1cccc(N2CCN(CC3CC=CCC3)CC2)c1 (stereo not given)	2.6	25.3	19.7%	-2.0%
COC(=O)c1ccc(OC(=O)CCN2c3ccccc3Sc3ccccc32)cc1	-0.9	22.8	.	-2.0%
COc1ccccc1CNC(=O)C1CC(c2ccccc2[N+](=O)[O-])=NO1 (stereo not given)	-2.9	10.8	.	5.6%

Reprinted at random: 5 compounds from above
structure	IMPase inh	PNC inhibitor	ALOX15B inhib	12-hLO inh
COc1ccc(OCC(=O)Nc2ncc3c(n2)CC(C)(C)CC3=O)cc1	0.8	-21.4	-7.7%	-7.2%
CCCc1cc(=O)[nH]c(SCc2cc(=O)oc3c(C)c(C)ccc23)n1	.	43.6	.	-1.0%
CC1CCc2nn(CC(=O)NCCC3=CCCCC3)cc2C1 (stereo not given)	1.8	-11.6	-0.4%	1.9%
Cc1cccc(NC(=S)NCCC(c2ccccc2)c2ccccc2)c1	.	7.8	.	?
COC(=O)c1ccc(OC(=O)CCN2c3ccccc3Sc3ccccc32)cc1	-0.9	22.8	.	-2.0%

(more compounds)
structure	IMPase inh	PNC inhibitor	ALOX15B inhib	12-hLO inh
CCSc1nnc(NC(=O)COc2cccc3ccccc23)s1	-4.2	15.8	-11.8%	-6.2%
CN(C)C(C)(C)C#CCC(c1ccccc1)c1ccccc1	18.5	12.0	.	-0.3%
CS(=O)(=O)N1CCC2(CCN(c3ccccc3)CC2)CC1	.	.	2.6%	-3.2%
O=C(O)c1cc(-c2ccco2)nc2ccccc12	-13.4	1.6	-5.1%	-7.8%
CC(NCCC(c1ccccc1)c1ccccc1)c1ccccc1 (stereo not given)	.	?	55.5%[activator]	?
CCn1c(SCc2nc3ccccc3c(=O)[nH]2)nnc1-c1ccncc1	0.1	?	-5.4%	-1.4%
CS(=O)(=O)N(CC(=O)NC1CCCCC1)c1cccc(Cl)c1	-3.3	19.3	2.3%	-1.9%
O=C(CN1C(=O)c2ccccc2C1=O)Nc1cccc2cccnc12	4.1	10.2	6.4%	7.7%
CCS(=O)(=O)N1CCN(C2CCC(C)CC2)CC1 (stereo not given)	7.1	-22.2	-8.3%	-5.9%
O=C(Nc1ccc(Cl)cc1)N1CCCN(Cc2ccc(F)cc2)C1	6.5	-15.4	38.1%[activator]	-3.7%
CCOC(=O)c1cnc2ccc(C(=O)OC)cc2c1NCCc1ccc(OC)c(OC)c1	.	14.5	.	-0.2%
O=C(CN1C(=O)CCC1=O)Nc1nc(-c2cccs2)cs1	-6.7	-11.4	-3.7%	-1.6%
Cc1ccc(C(=O)N/C(=C\c2ccc(-c3cc(Cl)ccc3Cl)o2)C(=O)NCc2cccnc2)cc1	-1.4	11.4	-6.8%	2.0%
C=CCSC1=N/C(=C\c2cc(OCC)c(OC(C)=O)c([N+](=O)[O-])c2)C(=O)S1	.	-116.4*	.	-21.9%
Cc1[nH]c2ccccc2c1CN1CCc2ccccc2C1	4.4	-21.1	-2.2%	-4.8%
Cc1sc2ncnc(SCC(=O)c3cccs3)c2c1C	2.6	?	-10.7%	-5.6%
O=C(COc1cccc2c1CCN(Cc1ccccc1)C2=O)NCc1ccco1	5.3	?	.	0.7%
COc1cccc2cc(/C(C)=N/Nc3nc(-c4cc(C)ccc4C)cs3)c(=O)oc12	-10.3[1.84 µM]	7.6	-9.8%[11.4 µM]	0.7%
Cc1ccc(NC(=O)CC2C(=O)OCC3CCCCN32)cc1Cl (stereo not given)	.	?	.	-2.8%
O=C(Nc1ccc2c(c1)OCO2)C1CCCCN1S(=O)(=O)c1ccccc1 (stereo not given)	8.7	36.2	-4.0%	-3.6%
COc1ccc(-c2coc3cc(O)ccc3c2=O)cc1OC	0.5	15.8	0.5%	2.1%
COc1nc2ccccc2c(=O)n1OCC(C)C	7.8	-81.6*	-6.9%	-1.0%
Cn1c(SCC(=O)Nc2nccs2)nnc1-c1ccco1	?	11.8	.	5.0%
O=C(NCC1CCCO1)c1c(O)c2ccccc2[nH]c1=O (stereo not given)	-3.0	-4.0	-6.2%	-6.4%
COc1ccc2c3c(c(=O)oc2c1OCC(=O)O)CCCC3	.	?	.	2.3%
Cc1ccc(C(=O)NC(=S)Nc2ccc(NC(=O)c3cccc(Cl)c3)cc2)cc1	-0.4	?	.	2.1%
Cc1ccc(N=CC2=C(O)CC(c3cccc(Cl)c3)CC2=O)cc1 (stereo not given)	.	?	.	-2.5%
C[C@@H]1C[C@@H]([C@@H](C)CC2CC(=O)NC(=O)C2)C(=O)[C@@H](C)C1	.	.	-7.2%[0.0915 µM]	-2.1%[0.00818 µM]
CN(C)c1ccc(C(c2nnnn2CCOC(=O)Nc2ccc(Cl)cc2)N2CCOCC2)cc1 (stereo not given)	3.9	30.0	3.5%	-13.7%
CC(NC(=O)CCCOc1ccc(Cl)cc1)c1ccccc1 (stereo not given)	.	10.4	.	1.8%
Cc1ccc(NC(=O)/C=C/c2ccc([N+](=O)[O-])s2)cc1	.	-17.0	.	-1.6%
Cc1ccc(Sc2ncccc2COC(=O)Nc2c(C)cccc2C)cc1	4.2	10.4	1.9%	-9.5%
Cc1ccc(NNC(=S)Nc2ccc(C(C)C)cc2)c(C)c1	-10.8	-1.4	.	?
O=C(O)CCC(=O)NCc1ccc(C(=O)O)cc1	0.6	2.3	0.1%	7.0%
OCC(CO)(CO)N=Cc1c(O)ccc2ccccc12	3.2	-3.2	-20.8%	-13.1%
COC(=O)c1cc(Br)c(=O)n(CCc2ccc(F)cc2)c1	-2.1	12.1	4.5%	-8.5%
COc1ccc(NC(=O)C2Cc3ccccc3CN2C(=O)c2ccccc2)cn1 (stereo not given)	2.9	-1.9	5.6%	4.1%
CCOc1ccc(S(=O)(=O)NNC(=S)Nc2ccc(Br)cc2)cc1	.	0.3	.	-7.6%
O=C(c1ccc(N2CCCC2=O)cc1)N1CCCCCC1	-5.9	80.6	0.6%	2.0%
Cc1ccc(S(=O)(=O)/N=C(/c2ccc(F)cc2)N2CCCCC2)cc1	5.4	?	.	1.3%
Cc1nnc(-c2cccc(Br)c2)c2cn(-c3cccc(Br)c3)nc12	3.9	-12.5	4.0%	-15.8%
CCCNC(=O)c1ccccc1NC(=O)c1ccccc1N(C)S(=O)(=O)c1ccc(C)cc1	-1.1	?	.	3.8%
Cn1nccc1C(=O)NCCN1C(=O)OC(C)(C)C1(C)O (stereo not given)	6.3	41.6	0.0%	-2.6%
N#C/C(=C(/O)CSc1nnc(Cc2cccs2)n1C1CCCCC1)c1nc2ccccc2[nH]1	-1.1	6.6	36.6%[activator]	-6.7%
COc1ccc(C2CC(=O)c3c(C)nc(N4CCN(c5ccccc5)CC4)nc3C2)cc1 (stereo not given)	0.0	-7.0	-1.4%	4.1%
COc1cc(/C=C/C(=O)O)cc(OC)c1OC	.	.	2.5%	2.6%
COc1ccc(NCc2nnc(SCC(=O)c3ccc(C)cc3)o2)cc1	3.7	55.9	-20.3%	-26.2%
CCC(CC)C(=O)Nc1ccc(C(=O)c2ccccc2)cc1	.	?	.	2.6%
COCCN(C(=O)c1csnn1)C(C(=O)NC1CCCCC1)c1cccs1 (stereo not given)	-14.2	?	0.3%	-0.3%
Cc1ccc2nc(SCc3nnc(-c4ccccc4Br)o3)[nH]c2c1	1.3	0.8	7.0%	-14.0%
Cc1ccc(C)c(Cn2c(=O)n(-c3ccc(CC(=O)NCc4ccco4)cc3)c(=O)c3sccc32)c1	-6.0	-9.4	-26.8%	2.4%
C=CCNc1oc(-c2ccc(OCC)cc2)nc1C#N	-4.1[1.84 µM]	?	-16.5%[11.4 µM]	-12.9%
CCc1ccc(NC(=O)Nc2ccc3c(c2)N(C)C(=O)CS3)cc1	11.5	11.6	-3.2%	-6.4%
Cc1nn(-c2ccccc2)c2c1C(c1ccccc1)C(C#N)=C(N)O2 (stereo not given)	18.8	5.4	-16.0%	-11.6%
C=CCNC(=O)CCCOc1cc(C)ccc1C	6.4	-0.9	-16.2%	-0.3%
C=C(C)Cn1c(CCCNC(=O)CC)nc2ccccc21	16.8	-28.5	.	-0.4%
Cc1cc(C)nc(NS(=O)(=O)c2ccc(NC(=O)CN3C(=O)S/C(=C\c4ccccc4)C3=O)cc2)n1	.	49.0	.	0.6%
COc1cccc(OC)c1C(=O)Nc1ccc(Cc2ccncc2)cc1	-11.3	-24.1	.	-2.9%
CC(C)NC(=O)c1cccc(Br)c1	4.6	-24.7	-2.4%	2.6%
COc1ccc(OC)c(NC(=O)c2c(NC(=O)c3ccco3)sc3c2CCC3)c1	-1.5	-2.1	-7.2%	-1.6%

(cont.)
structure	IMPase inh	PNC inhibitor	ALOX15B inhib	12-hLO inh
COc1ccc(-n2c(Cc3cccn3C)nnc2SCC(=O)Nc2cccc(OC)c2)cc1	10.9	-4.8	.	-3.7%
Cc1ccc(C(=O)Nc2nc3ccccc3s2)s1	-5.5	25.5	15.1%	-15.1%
COC(=O)N1CCC2(CCN(C(=O)NC(C)C)CC2)CC1	.	.	0.3%	2.3%
Cc1ccc(N2C(=O)c3ccc(C(=O)NCCN4CCOCC4)cc3C2=O)cc1	2.2	?	8.1%	-4.1%
COc1ccc(/C=N/NC(=O)c2sccc2OCc2ccc(F)cc2)cc1OC	12.2	-29.8	-5.2%	-4.3%
O=C(COC(=O)c1cc(Cl)ccc1Cl)NCCN1C(=O)CSC1=O	.	-4.1	.	3.6%
COc1ccc(C(=O)/C=C/C(=O)N(Cc2ccc3c(c2)OCO3)C(C(=O)NC2CCCCC2)c2ccncc2)c(O)c1 (stereo not given)	.	12.8	.	-0.3%
CCOC(=O)/C(C#N)=C\c1ccco1	-1.0	16.0	-12.0%	-4.5%
COc1cc([C@H](O)C(=O)O)ccc1O	4.5	.	6.9%	-2.2%
C[C@@](O)(CNS(=O)(=O)c1ccccc1)c1ccccc1	.	.	-0.4%[11.4 µM]	-1.7%[11.4 µM]

Assay outcomes: PubChem, National Center for Advancing Translational Sciences (NCATS)
